SENP7 block: SENP7 protease inhibition. hit rate 1.5% among 330,000. inhibition, % at 5 µM. recombinant SENP7, Z-RLRGG-aminoluciferin luminescence, 40 min. Q9BQF6;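 active = inhibition above about 50% at the single test dose, limit read from the data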;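 note: plate controls were DMSO with enzyme for no effect and no enzyme buffer wells for full effect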
SENP6 inh: SENP6 protease inhibition; Q9GZR1; inhibition, % at 10 µM; hit rate 1.8% among 330,000; Recombinant SENP6 catalytic domain, aminoluciferin luminescence;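 active = inhibition above about 50% at the single tested dose, limit read from the data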;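 note: plate controls were DMSO wells with enzyme for no effect and DMSO wells lacking enzyme for full effect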
SENP8 block-1: SENP8 protease inhibition; Q96LD8; purified SENP8, Z-RLRGG-aminoluciferin cleavage, luminescence; inhibition, % at 10 µM; hit rate 1.2% among 330,000; AID 2540; in the data active = inhibition above about 50%
SENP1 inh: inhibitors of human SENP1 SUMO protease catalytic domain. Q9P0U3. recombinant SENP1 catalytic domain, CyPet-SUMO1-YPet FRET cleavage. inhibition, % at 10 µM. hit rate 0.21% among 360,000. AID 624204;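 active = inhibition at least 30% at 10 µM, raw YFP signal under a set limit, fluorescence ratio 0.5 to 1.5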;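 note: 0% = enzyme with DMSO and 100% = no enzyme wells; some results filed as inactive read as strong as hits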
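Test system: human SENP1 catalytic domain; medium: Tris pH 8 buffer plus EDTA, NaCl, BME, BSA, NP40, catalase; incubation: 50 min reaction at room temperature; technique: FRET, CFP and YFP emission; controls: no-enzyme low control and enzyme-plus-DMSO high control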
NLRP3 yeast inh: inhibitors of NALP3 inflammasome in yeast; Yeast reconstituted NLRP3/ASC/caspase-1, beta-gal luminescence, 24 h; inhibition, % at 10 µM; hit rate 0.39% among 330,000; AID 2825;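 active = inhibition of 50% or more; inactive = inhibition below 50%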;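 note: plate controls were induced DMSO wells for no effect and uninduced yeast grown without galactose for full effect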
HKDC1 inhibitor: blocks human hexokinase HKDC1 activity. inhibition, % at 20 µM. hit rate 0.16% among 340,000. Q2TB90. recombinant HKDC1, G6PDH/diaphorase resazurin coupled fluorescence;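 active = inhibition above about 35% when tested at 20 µM, limit read from the data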;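 note: plate controls were DMSO wells with enzyme for no effect and DMSO wells lacking enzyme for full effect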
Target sequence (Q2TB90 whole entry, looked up): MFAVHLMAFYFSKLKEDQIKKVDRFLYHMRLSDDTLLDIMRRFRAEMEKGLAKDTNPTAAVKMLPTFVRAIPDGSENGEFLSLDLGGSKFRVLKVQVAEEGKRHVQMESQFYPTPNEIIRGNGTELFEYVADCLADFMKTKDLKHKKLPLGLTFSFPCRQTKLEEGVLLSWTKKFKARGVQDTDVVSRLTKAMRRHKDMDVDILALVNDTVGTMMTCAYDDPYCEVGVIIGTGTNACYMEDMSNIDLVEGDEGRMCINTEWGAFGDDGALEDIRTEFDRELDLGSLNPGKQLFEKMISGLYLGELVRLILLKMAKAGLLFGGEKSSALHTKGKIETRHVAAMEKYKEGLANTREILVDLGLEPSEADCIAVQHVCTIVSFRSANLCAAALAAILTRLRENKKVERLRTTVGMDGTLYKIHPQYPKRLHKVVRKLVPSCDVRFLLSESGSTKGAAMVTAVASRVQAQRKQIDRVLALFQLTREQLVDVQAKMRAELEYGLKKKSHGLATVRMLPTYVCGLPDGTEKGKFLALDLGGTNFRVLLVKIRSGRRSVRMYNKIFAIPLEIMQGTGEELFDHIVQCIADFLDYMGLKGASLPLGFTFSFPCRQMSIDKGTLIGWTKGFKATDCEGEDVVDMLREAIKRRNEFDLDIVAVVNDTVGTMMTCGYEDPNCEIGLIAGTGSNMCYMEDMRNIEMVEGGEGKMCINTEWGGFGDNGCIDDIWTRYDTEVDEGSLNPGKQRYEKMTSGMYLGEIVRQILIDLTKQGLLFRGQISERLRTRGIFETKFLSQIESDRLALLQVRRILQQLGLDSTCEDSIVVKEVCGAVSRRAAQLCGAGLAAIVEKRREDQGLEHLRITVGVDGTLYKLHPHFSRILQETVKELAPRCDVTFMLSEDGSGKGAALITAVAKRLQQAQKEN
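Material: recombinant HKDC1 hexokinase; Amount: HKDC1 at 5 µg/mL; Medium: Tris pH 8.0 buffer with MgCl2, Tween-20, BSA, BME; Schedule: 90 min reaction incubation at room temperature, dark; Technique: coupled resazurin fluorescence, excitation 525 nm, emission 613 nm.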
PfGluPho inh: PfG6PD (Plasmodium falciparum) enzyme inhibition. PfGluPho enzyme, NADPH resazurin-diaphorase fluorescence. inhibition, % at 20 µM. hit rate 0.78% among 350,000. AID 504690;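 active = inhibition reaching at least a set limit at 20 µM in the primary screen, cut at about 59% in these data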;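 note: 0% = DMSO wells with substrate and 100% = DMSO wells lacking glucose-6-phosphate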
SENP8 block-2: inhibitors of human SENP8 protease | hit rate 0.64% among 360,000 | inhibition, % at 20 µM | recombinant SENP8, Nedd8 substrate fluorescence | AID 602440; in the data active = inhibition mostly above about 40%, no sharp cut-off; inactive = mostly below about 27%
Apaf1 inhib: human Apaf-1 inhibition. O14727. reconstituted apoptosome caspase-3 activity, DEVD-Rh110 fluorescence. inhibition, % at 20 µM. hit rate 0.71% among 330,000. AID 489030; active = inhibition of at least 40% at 20 µM;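 note: plate controls were DMSO wells for no effect and DEVD-CHO caspase inhibitor wells for full effect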
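Material: biochemical Apaf-1 apoptosome reconstitution. Medium: Hepes buffer, pH 7.5. Also added: cytochrome c activation, bis-DEVD rhodamine 110 substrate. Timing: 30 min compound preincubation, 50 min activation, room temperature. Measured by: rhodamine 110 fluorescence at Ex 480/Em 540 nm.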
The depositor's hits bear a star; . = not tested or not shown.

Preview, five compounds:
SMILES | SENP7 block | SENP6 inh | SENP8 block-1 | SENP1 inh | NLRP3 yeast inh | HKDC1 inhibitor | PfGluPho inh | SENP8 block-2 | Apaf1 inhib
COC(=O)c1cc(C)sc1NC(=O)CCCC(=O)O | -2 | -27 | 3 | -1 | -6 | 1 | 8 | 27 | -2
C=CCn1c(SCc2cc(=O)n3ccsc3n2)nc2sc(C)c(C)c2c1=O | -12 | -4 | 6 | . | 2 | 1 | 14 | . | 18
Clc1ccc(C2=Nn3c(nnc3-c3cccnc3)SC2)s1 | -11 | -19 | -7 | 1 | -11 | -11 | -23 | 24 | 30
N#Cc1ccccc1OCC(=O)OCC(=O)NC1CCCC1 | 5 | -2 | -4 | 3 | -4 | -5 | 0 | 1 | 5
O=C(Nc1ccc(C(=O)O)cc1)/C(=C\c1ccccc1)NC(=O)c1ccc(Br)cc1 | -9 | -5 | -6 | 0 | 2 | 5 | 1 | 3 | 4

Results, repeating the preview:
SMILES | SENP7 block | SENP6 inh | SENP8 block-1 | SENP1 inh | NLRP3 yeast inh | HKDC1 inhibitor | PfGluPho inh | SENP8 block-2 | Apaf1 inhib
COC(=O)c1cc(C)sc1NC(=O)CCCC(=O)O | -2 | -27 | 3 | -1 | -6 | 1 | 8 | 27 | -2
C=CCn1c(SCc2cc(=O)n3ccsc3n2)nc2sc(C)c(C)c2c1=O | -12 | -4 | 6 | . | 2 | 1 | 14 | . | 18
Clc1ccc(C2=Nn3c(nnc3-c3cccnc3)SC2)s1 | -11 | -19 | -7 | 1 | -11 | -11 | -23 | 24 | 30
N#Cc1ccccc1OCC(=O)OCC(=O)NC1CCCC1 | 5 | -2 | -4 | 3 | -4 | -5 | 0 | 1 | 5
O=C(Nc1ccc(C(=O)O)cc1)/C(=C\c1ccccc1)NC(=O)c1ccc(Br)cc1 | -9 | -5 | -6 | 0 | 2 | 5 | 1 | 3 | 4
Cc1ccccc1OCc1nnc(SC(C)C(=O)O)n1Cc1ccccc1 (stereo not drawn) | 2 | 7 | 2 | 0 | 15 | 1 | -28 | 2 | 5
CC(Oc1ccc(Cl)cc1)C(=O)N1CCN(C(=O)c2ccco2)CC1 (stereo not drawn) | -4 | 1 | 11 | 3 | 4 | -5 | 1 | 6 | -8
C[C@H](CO)N1C[C@H](C)[C@@H](CN(C)C(=O)Nc2ccc3c(c2)OCO3)Oc2ccc(NC(=O)Cc3ccccc3)cc2C1=O | 13 | 0 | -3 | -2 | 15 | -4 | 26 | 8 | 6
CSc1nnc2ccc(-c3ccccn3)nn12 | 4 | -8 | 0 | 1 | -15 | -4 | -4 | 7 | -18
Cc1ccc(SCCc2cc[n+](CC(=O)c3ccccc3)cc2)cc1 | -12 | -27 | -12 | -31 | 8 | -2 | 34 | 9 | -2
O=C(CNC(=O)c1ccco1)NC1CCCCCC1 | -9 | -9 | -3 | 2 | 8 | -4 | 19 | 3 | -5
COc1ccc(N2C(=O)C3C4C=CC(C4)C3C2=O)c([N+](=O)[O-])c1 (stereo not drawn) | 0 | -20 | -4 | 2 | 16 | -5 | -19 | 11 | -1
Cc1cc(C2CC(=O)Nc3ccccc3S2)c(C)s1 (stereo not drawn) | 12 | -12 | 0 | 2 | 13 | 3 | 44 | 7 | -8
Cn1c(=O)c2c(nc3n2CC(CO)O3)n(C)c1=O (stereo not drawn) | 2 | -6 | 0 | 2 | 13 | -5 | -5 | 6 | -19
COc1ccc(C)cc1NC(=O)C1COc2ccccc2O1 (stereo not drawn) | -17 | -11 | -8 | 0 | 2 | 6 | 8 | 9 | 13
C=C1CSc2nc(=O)c3c4c(sc3n21)CCC4 | -11 | -31 | -13 | 1 | 16 | 3 | 12 | 4 | 5
CCOC(=O)c1cccc(NS(=O)(=O)c2ccc(NC(C)=O)cc2)c1 | -1 | 1 | -4 | 2 | 18 | -1 | -33 | 8 | 7
NC(N)=NC(N)=Nc1cccc(Cl)c1 | 0 | -8 | 9 | 1 | 0 | -2 | -18 | 12 | -7
COc1ccccc1CNC(=O)c1ccc(NS(C)(=O)=O)cc1 | 1 | -19 | -4 | 0 | 5 | -3 | -13 | 10 | -12
Clc1cccc(NCc2ccccc2)n1 | -1 | -8 | -5 | 2 | 38 | -4 | -14 | 7 | -7
Cc1nc2ccccc2c(=O)n1CCCO | 2 | -4 | -5 | 3 | -11 | -6 | -9 | 17 | -5
C=CCn1c(SCc2ccccc2F)nc2cc(C(=O)O)ccc2c1=O | 2 | 3 | 6 | 1 | 17 | -3 | -17 | -8 | 11
O=C(CSc1nnc(Cc2ccccc2)o1)NCc1ccco1 | -2 | -6 | 2 | 2 | -5 | -6 | 9 | 17 | -1
COc1ccc(-n2c(CCc3ccccc3)nnc2SCC(=O)c2ccccc2)cc1 | 3 | 16 | 10 | 2 | 5 | 2 | 12 | 11 | 23
CC1CC(C)CN(C(=O)CN2C(=O)NC(c3ccccc3)(c3ccccc3)C2=O)C1 (stereo not drawn) | 1 | 7 | 9 | 1 | 12 | -2 | 13 | 13 | 13
CCc1cc(C(=O)NNC(=S)Nc2cccc(C)c2)cs1 | 56* | 75* | 39 | 0 | 3 | -4 | -21 | 13 | 2
COc1ccc(C(=O)[C@H]2[C@H]3C(=O)N(c4ccccc4)C(=O)[C@H]3C3C=CC=NN32)cc1 (stereo partly drawn) | 6 | -2 | 2 | -2 | 8 | -2 | 3 | 26 | 8
Cc1cccnc1NC(N)=S | 7 | -21 | 0 | -2 | -2 | -6 | 11 | 17 | -8
O=CN(Cc1ccco1)C1(C(=O)NC2CCCCC2)CCCCC1 | 10 | 6 | 0 | -1 | 1 | 0 | -13 | 13 | 9
CSCCC(NC(=O)c1ccccc1)C(=O)N/N=C(\C)Cc1ccccc1 (stereo not drawn) | -5 | 22 | -2 | 2 | 21 | -2 | -3 | 12 | -1
COc1ccccc1-c1cc(N)n[nH]1 | -4 | -2 | 4 | 2 | 4 | 0 | -6 | 13 | 1
COc1ccccc1C1C(C(C)=O)=C(C)N=c2s/c(=C\c3cc(OC)c(OC)c(OC)c3)c(=O)n21 (stereo not drawn) | 6 | 4 | 6 | 30 | 4 | 2 | 13 | 18 | 12
Cc1cccc(NS(=O)(=O)c2cc(C(=O)N3CCN(C)CC3)ccc2C)c1 | 0 | 3 | 2 | 1 | 8 | -6 | -2 | 11 | -12
CCN1CCN(CCCCOc2ccccc2F)CC1 | -11 | -9 | -8 | 1 | 15 | 1 | -14 | 7 | -2
CCn1cnc2c1c(=O)n(CC(=O)OC)c(=O)n2Cc1ccccc1 | -2 | 13 | 0 | -4 | 18 | -6 | -2 | 4 | 1
CC(CN(C)Cc1ccccc1)OC(=O)c1cccs1 (stereo not drawn) | 5 | -10 | 1 | 3 | 25 | 1 | 48 | 17 | 1
O=C(Nc1cccc([N+](=O)[O-])c1)Nc1ccc2c(c1)CCC2 | 3 | 2 | -10 | 0 | -9 | 3 | 19 | 16 | 16
CC1(C(=O)Nc2cccc(S(=O)(=O)N3CCOCC3)c2)Cc2ccccc2C(=O)O1 (stereo not drawn) | 2 | 4 | 0 | 3 | 8 | -7 | -4 | 6 | -12
CC(C)Cn1c(N)c(S(=O)(=O)c2cccs2)c2nc3ccccc3nc21 | . | . | . | -22 | . | -4 | -7 | -416 | .
CCCn1c(C)cc(C(=O)CSc2nc3nc(C)cc(C)n3n2)c1C | 2 | 14 | 4 | 1 | 9 | -2 | -8 | 10 | -2
COc1ccccc1Nc1nc(-c2sc(NC(=O)c3ccc([N+](=O)[O-])cc3)nc2C)cs1 | -1 | 0 | 1 | . | 24 | . | . | . | -8
Cc1cccc(N2CCN(CC(=O)NCc3ccccc3)CC2)c1C | 3 | -7 | -2 | 2 | 8 | -7 | -1 | 5 | 7
NC(=NCCc1c[nH]c2ccccc12)NS(=O)(=O)c1ccc2ccccc2c1 | -6 | -9 | -12 | 2 | 14 | -4 | 53 | 17 | 19
CCCOc1ccc(C2c3c(oc4cc(C)c(C)cc4c3=O)C(=O)N2CCCN2CCOCC2)cc1 (stereo not drawn) | 5 | 0 | 7 | -2 | -2 | -16 | 7 | -15 | 6
CC(C)Oc1cc(NC(=O)CSCC(=O)Nc2cccc(C(F)(F)F)c2)c(Cl)cc1Cl | -1 | -1 | -2 | 1 | 2 | -2 | 21 | 5 | 24
CCCC(=O)c1c(C)c2ccccc2n1C | 1 | -11 | -6 | 1 | -28 | -3 | 1 | 15 | 10
Cc1cc2cccc(C)c2nc1SCC(=O)NNC(=O)c1ccco1 | 7 | 11 | -5 | 4 | 14 | -1 | -17 | -11 | -23
CCNS(=O)(=O)c1ccc(CCC(=O)N2CCc3ccccc3C2)cc1 | 9 | 7 | -8 | 0 | 17 | 1 | -6 | -11 | 14
COc1ccc([N+](=O)[O-])cc1N(CC1CO1)S(=O)(=O)c1ccc(C)cc1 (stereo not drawn) | 0 | 12 | -5 | 0 | 9 | -2 | -7 | 2 | 4
C=CC[C@H](CC(=O)NCCO)C(=O)N[C@@H](COC(=O)[C@@H](CC=C)Cc1ccc(F)cc1)Cc1c[nH]c2ccccc12 | -5 | -2 | 1 | 2 | 21 | -1 | 2 | 9 | 12
Next section.
SMILES | SENP7 block | SENP6 inh | SENP8 block-1 | SENP1 inh | NLRP3 yeast inh | HKDC1 inhibitor | PfGluPho inh | SENP8 block-2 | Apaf1 inhib
Cc1[nH]nc(SCC(=O)N2CCCC2)c1[N+](=O)[O-] | -5 | 0 | 1 | 0 | 0 | -7 | 13 | 9 | -22
Cc1ccc(S(=O)(=O)N2CCOCC2)cc1C(=O)N1CCC(Cc2ccccc2)CC1 | -9 | -40 | -3 | 4 | -3 | 1 | -3 | 11 | 23
C=CCNC(=O)C1CCN(S(=O)(=O)c2ccc3ccccc3c2)CC1 | -4 | -4 | -1 | 3 | 2 | -1 | -8 | 3 | 0
COc1cccc(C2=CC(c3ccc(N(C)C)cc3)n3nnnc3N2)c1 (stereo not drawn) | 5 | -8 | 0 | -36 | 3 | -1 | 6 | -269 | -5
Cc1ccc(-c2nc3ccccn3c2NCc2ccc3c(c2)OCO3)cc1 | -4 | 51* | 1 | -34 | 16 | 1 | 19 | -298 | 22
CCC(C)[C@H](NC(=O)N1CC(=O)Nc2ccccc21)C(=O)Nc1ccccc1C (stereo partly drawn) | -4 | 0 | 0 | -2 | 8 | -3 | -2 | 13 | 5
CCc1ccc(S(=O)(=O)NCCc2cn3cccc(C)c3n2)s1 | 5 | -10 | -5 | 2 | 9 | -5 | -1 | 9 | -16
CCCN1CCC(=O)N(CCSc2ccc(C)cc2)CC1 | -9 | -9 | -1 | -3 | 20 | -2 | -3 | 28 | 3
Cc1c(OCC(=O)NC2CC(C)(C)NC(C)(C)C2)ccc2c1oc(=O)c1ccccc12 | 14 | -1 | 1 | 4 | 16 | 9 | 6 | -368 | 11
Cc1ccc(C(=O)n2c3ccccc3c3ccccc32)cc1 | 0 | 11 | 5 | 1 | 10 | 8 | 30 | 8 | 0
